M18AAP inhibitor: blocks P. falciparum M18 aspartyl aminopeptidase | recombinant PfM18AAP, H-Glu-NHMec fluorogenic cleavage | inhibition, % at 7.35 µM | 290,000 compounds, 1.2% hits | AID 1822;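 active means inhibition above the campaign mean inhibition over all tested compounds plus 3 SD, cut at about 28% in these data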;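 further: 0% = plate median of test compound wells and 100% = 2 mM ZnCl2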
GalR3 antagonist: blocks the human galanin receptor 3. O60755. HEK293 GalR3-CNG cAMP membrane potential fluorescence; galR3 body fused to GalR1 C-terminus. inhibition, % at 3 µM. 360,000 compounds, 0.44% hits. AID 651719;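 active means inhibition above the screen-wide average plus 3 SD, cut at about 13% in these data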;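 further: forskolin and galanin both at EC90 stimulate the cells; cAMP rise reported by CNG channel membrane potential dye signal; 0% = forskolin plus galanin with DMSO and 100% = forskolin alone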
Target sequence (O60755 1-299 limits assumed): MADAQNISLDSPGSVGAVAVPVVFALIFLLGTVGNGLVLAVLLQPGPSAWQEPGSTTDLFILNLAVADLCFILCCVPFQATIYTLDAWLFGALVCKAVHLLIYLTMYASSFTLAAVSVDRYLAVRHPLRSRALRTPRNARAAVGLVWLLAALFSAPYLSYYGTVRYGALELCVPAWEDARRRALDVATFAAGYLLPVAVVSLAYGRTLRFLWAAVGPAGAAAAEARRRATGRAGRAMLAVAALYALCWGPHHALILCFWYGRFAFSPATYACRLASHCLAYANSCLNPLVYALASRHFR
MEKK2 mut-MEK5: signal of MEK5 binding to mutant human MEKK2 PB1 domain; percent response, % at 10 µM; AID 1530; 290,000 compounds, 0.35% hits; bead flow cytometry, Alexa488-MEK5 binding to MEKK2 mutant; in the data active means percent response above about 24%, passing the limit was not always enough; further: inactives centre near 1; some results filed as inactive read as strong as hits
MEKK2 WT-MEK5: raises or lowers MEK5 binding to wildtype human MEKK2 PB1 domain | Q9Y2U5 | binding response (% of control), % at 10 µM | bead flow cytometry, Alexa488-MEK5 binding to MEKK2 WT; actives lie on both sides | 290,000 compounds, 1.1% hits; in the data active means binding response below about 67% or above about 130%
NALP1 yeast inh: blocks the NALP1 inflammasome reconstituted in yeast; S. cerevisiae NALP1/ASC/caspase-1 growth, X-gal OD620, 72 h; inhibition, % at 10 µM; 280,000 compounds, 0.61% hits; in the data active means inhibition mostly above about 24%, no sharp cut-off; inactive means mostly below about 32%; further: some compounds called inactive have numbers as strong as hits
V1R ag counter: activates human V1a receptor in oxytocin agonist counter-screen. CHO-V1R cells, Fluo-8 calcium fluorescence, agonist mode; 0% DMSO, 100% 3 nM vasopressin. activation, % at 3 µM. 320,000 compounds, 0.25% hits. AID 2797;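 active means activation above the mean activation of all tested compounds plus 3 SD, per screening run, cut at about 20% in these data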;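 further: signal is peak over basal fluorescence ratio across a 100 second FLIPR read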
GPR7 antagonist: blocks human GPR7 receptor signaling. P48145. GPR7-expressing cells, fluorescence antagonist assay. inhibition, % at 4.4 µM. 290,000 compounds, 1.1% hits; in the data active means inhibition above about 16%, passing the limit was not always enough;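 further: cells stimulated with the agonist NPW; 0% = agonist with vehicle and 100% = vehicle without agonist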
Target sequence (P48145 whole entry, looked up): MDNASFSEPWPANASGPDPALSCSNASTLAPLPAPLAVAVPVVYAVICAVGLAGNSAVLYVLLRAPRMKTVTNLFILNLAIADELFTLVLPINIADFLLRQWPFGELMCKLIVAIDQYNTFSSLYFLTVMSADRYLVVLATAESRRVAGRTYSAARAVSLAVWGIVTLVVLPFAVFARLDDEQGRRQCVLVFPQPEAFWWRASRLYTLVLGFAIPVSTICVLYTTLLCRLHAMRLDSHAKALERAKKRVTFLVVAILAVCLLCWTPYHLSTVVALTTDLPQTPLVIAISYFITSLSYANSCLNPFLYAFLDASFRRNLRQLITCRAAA
OXTR agonist: agonists of human oxytocin receptor | CHO-OTR cells, Fluo-8 calcium fluorescence; normalized: DMSO 0%, oxytocin 100% | 320,000 compounds, 0.32% hits | activation, % at 3 µM;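 active means activation above the mean of all tested compounds plus 3 SD, cutoff set per screening run, cut at about 20% in these data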;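 further: peak over basal fluorescence ratio from a 100 s FLIPR kinetic read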
Target sequence (P30559 whole entry, looked up): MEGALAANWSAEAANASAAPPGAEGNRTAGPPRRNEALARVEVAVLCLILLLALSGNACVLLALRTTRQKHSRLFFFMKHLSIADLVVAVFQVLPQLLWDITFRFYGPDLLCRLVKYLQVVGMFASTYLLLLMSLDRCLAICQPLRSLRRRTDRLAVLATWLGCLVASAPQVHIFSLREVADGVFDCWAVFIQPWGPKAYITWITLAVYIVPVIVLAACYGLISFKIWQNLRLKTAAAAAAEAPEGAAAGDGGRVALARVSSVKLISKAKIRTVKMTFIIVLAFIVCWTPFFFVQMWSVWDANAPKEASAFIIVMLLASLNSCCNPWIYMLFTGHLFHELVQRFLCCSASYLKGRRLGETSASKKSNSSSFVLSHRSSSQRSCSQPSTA
OXTR potentiate: human OXTR potentiation; activation, % at 3 µM; P30559; CHO-OTR cells, Fluo-8 calcium fluorescence, potentiator mode; 0% = oxytocin EC15, 100% = EC100; AID 2445; 320,000 compounds, 0.061% hits;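 active means activation above that plate's cutoff, the mean activation of tested compounds plus 3 SD, cut at about 6.6% in these data, passing the limit was not always enough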;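 further: 100% uses oxytocin at 75 nM as the full agonist control; some results filed as inactive read as strong as hits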
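Assay system: CHO cell line stably expressing human OTR | Also added: Oxytocin at about EC15, sub-maximal agonist stimulus | Times: Compound 6 min at room temperature before oxytocin, 100 s read | Measured by: Fluo-8 intracellular calcium fluorescence, ex 470-495, em 515-575 nm | Controls: EC15 oxytocin alone as 0%, 75 nM oxytocin as 100%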
Numbers without * were called inactive; & = joins results of further samples.

`COc1ccc(N2CCN(C(=O)CN(CCc3ccccc3)S(C)(=O)=O)CC2)cc1` gave M18AAP inhibitor 10, GalR3 antagonist -4, MEKK2 mut-MEK5 3, MEKK2 WT-MEK5 100, NALP1 yeast inh 6, V1R ag counter 8.9, GPR7 antagonist 6, OXTR agonist 7.5 and OXTR potentiate -7.
Screening CCCCNC(=O)COC(=O)c1cc(C)oc1C returned M18AAP inhibitor -2, GalR3 antagonist -2, MEKK2 mut-MEK5 -2, MEKK2 WT-MEK5 98, NALP1 yeast inh -10, V1R ag counter 0.2, GPR7 antagonist 4, OXTR agonist -1.8 and OXTR potentiate -13.
For CC(SCC(=O)Nc1ccccc1)c1nc2ccccc2c(=O)[nH]1 (stereo unspecified) the results were M18AAP inhibitor -2, GalR3 antagonist -3, MEKK2 mut-MEK5 11, MEKK2 WT-MEK5 110, NALP1 yeast inh 2, V1R ag counter -0.1, GPR7 antagonist -5, OXTR agonist 1.2 and OXTR potentiate 6.
`N/C(=N\OC(=O)CC1CCCCC1)c1ccncc1` gave M18AAP inhibitor 1, GalR3 antagonist 0, MEKK2 mut-MEK5 -11, MEKK2 WT-MEK5 88, NALP1 yeast inh -9, V1R ag counter 0.0, GPR7 antagonist -4, OXTR agonist -0.4 and OXTR potentiate -17.
Screening Cc1ccc(CNC(=O)c2cc(=O)c3cc(C)ccc3o2)cc1 returned M18AAP inhibitor -3, GalR3 antagonist -6, MEKK2 mut-MEK5 1, MEKK2 WT-MEK5 99, NALP1 yeast inh 16, V1R ag counter 6.1, GPR7 antagonist 3, OXTR agonist 1.6 and OXTR potentiate -8.
O=C(NCc1ccco1)c1cc(-c2ccccc2)nn1CC1CC(c2cccc([N+](=O)[O-])c2)=NO1 (stereo unspecified) was read as GalR3 antagonist -6, V1R ag counter -0.1, OXTR agonist -0.7 and OXTR potentiate -7.
Screening Cn1c(=O)c2c(nc(Br)n2CCc2ccccc2)n(C)c1=O returned M18AAP inhibitor -10, GalR3 antagonist 0, MEKK2 mut-MEK5 -1, MEKK2 WT-MEK5 102, NALP1 yeast inh 1, V1R ag counter 0.5, GPR7 antagonist 11, OXTR agonist 0.7 and OXTR potentiate 0.
`Cc1ccccc1OCC(=O)Nc1ccc(C)c(S(=O)(=O)N2CCCCCC2)c1` gave GalR3 antagonist -6, V1R ag counter -0.4, OXTR agonist -1.3 and OXTR potentiate -8.
`Cc1ccc(NC(=O)CNS(=O)(=O)c2ccc(F)cc2)cc1C` gave M18AAP inhibitor -1, GalR3 antagonist -1, MEKK2 mut-MEK5 3, MEKK2 WT-MEK5 104, NALP1 yeast inh -7, V1R ag counter -0.1, GPR7 antagonist -4, OXTR agonist 0.1 and OXTR potentiate -26.
Screening COc1cc(NC(=O)N2CCNC2=O)cc(C(=O)Nc2cccc(C(F)(F)F)c2)c1 returned GalR3 antagonist -8, MEKK2 mut-MEK5 2, MEKK2 WT-MEK5 85, V1R ag counter 0.6, OXTR agonist 0.5 and OXTR potentiate -14.
For COc1ccc(/C=C/c2nc(N)nc(-c3ccccc3O)n2)cc1OC the results were M18AAP inhibitor -10, GalR3 antagonist -5, MEKK2 mut-MEK5 -1, MEKK2 WT-MEK5 109, NALP1 yeast inh 25, V1R ag counter 1.3, GPR7 antagonist -13, OXTR agonist 2.6 and OXTR potentiate -13.
Screening CCC(C)N(C(=O)Cn1c(=O)cnc2ccccc21)C1CCS(=O)(=O)C1 (stereo unspecified) returned GalR3 antagonist -1, V1R ag counter 0.5, OXTR agonist 0.2 and OXTR potentiate -2.
`CCn1c(SC)nnc1C1CCN(CC(=O)Nc2ccccc2N2CCOCC2)CC1` gave M18AAP inhibitor -6, GalR3 antagonist 2, MEKK2 mut-MEK5 7, MEKK2 WT-MEK5 101, NALP1 yeast inh 0, V1R ag counter 0.2, GPR7 antagonist -9, OXTR agonist 0.7 and OXTR potentiate -1.
For C=C1CCN(C(CC(C)C)C(=O)OC)S(=O)(=O)c2ccccc21 (stereo unspecified) the results were GalR3 antagonist -6, MEKK2 mut-MEK5 3, MEKK2 WT-MEK5 92, NALP1 yeast inh -12, V1R ag counter -1.6, OXTR agonist -1.4 and OXTR potentiate -2.
Screening COc1cccc(C2/C(=C(/O)c3cnn(-c4ccccc4)c3C)C(=O)C(=O)N2CCN(C)C)c1OC (stereo unspecified) returned M18AAP inhibitor 6, GalR3 antagonist 4, MEKK2 mut-MEK5 -3&2, MEKK2 WT-MEK5 97&101, NALP1 yeast inh 3, V1R ag counter 0.0, GPR7 antagonist -12, OXTR agonist 1.9 and OXTR potentiate -8.
`CCN(CC(=O)NCc1cccs1)C(=O)Cc1ccc(Cl)c(Cl)c1` gave GalR3 antagonist -5, V1R ag counter -0.1, OXTR agonist 0.3 and OXTR potentiate -6.
For CN(C)CCCN(C(=O)c1ccc(Br)s1)c1nc2cc3c(cc2s1)OCO3 the results were M18AAP inhibitor 0, GalR3 antagonist -17, MEKK2 mut-MEK5 7, MEKK2 WT-MEK5 128, NALP1 yeast inh 3, V1R ag counter 1.7, GPR7 antagonist -18, OXTR agonist 2.8 and OXTR potentiate -2.
`CCOc1nc(C)cc(COC)c1C(N)=O` gave M18AAP inhibitor 3, GalR3 antagonist -4, MEKK2 mut-MEK5 0, MEKK2 WT-MEK5 105, NALP1 yeast inh 6, V1R ag counter -0.6, GPR7 antagonist -10, OXTR agonist 0.6 and OXTR potentiate -2.
CNC(=O)c1c(Cl)cnn1-c1ccccc1 was read as M18AAP inhibitor 0, GalR3 antagonist 5, MEKK2 mut-MEK5 -3, MEKK2 WT-MEK5 98, NALP1 yeast inh -7, V1R ag counter 0.9, GPR7 antagonist -9, OXTR agonist -0.7 and OXTR potentiate -5.
COc1cccc(-c2cc(CC3(O)CCN(CCCc4ccccc4)CC3)on2)c1 was read as M18AAP inhibitor -11, MEKK2 mut-MEK5 8, MEKK2 WT-MEK5 116, NALP1 yeast inh 17, V1R ag counter 4.2, GPR7 antagonist 5, OXTR agonist 6.7 and OXTR potentiate -6.
`COc1ccc(-c2cnnn2-c2ccc(NC(=O)c3ccc(S(=O)(=O)N4CCCCC4)cc3)cc2)cc1OC` gave M18AAP inhibitor -2, GalR3 antagonist 7, MEKK2 mut-MEK5 -2, MEKK2 WT-MEK5 92, NALP1 yeast inh 12, V1R ag counter 0.5, GPR7 antagonist -14, OXTR agonist -2.1 and OXTR potentiate -6.
Screening O=C(NNc1cc(Cl)cc(Cl)c1)c1cccs1 returned M18AAP inhibitor 37*, GalR3 antagonist -5, MEKK2 mut-MEK5 -3, MEKK2 WT-MEK5 109, NALP1 yeast inh 28, V1R ag counter 2.8, GPR7 antagonist -8, OXTR agonist 2.0 and OXTR potentiate -5.
Cc1ccc(CSCC(=O)NCc2ccc(F)cc2)cc1 was read as M18AAP inhibitor -14, GalR3 antagonist 3, MEKK2 mut-MEK5 0, MEKK2 WT-MEK5 101, NALP1 yeast inh 1, V1R ag counter -0.7, GPR7 antagonist -21, OXTR agonist -1.9 and OXTR potentiate -8.
`CN(CC(=O)Nc1ccccc1C(F)(F)F)C(=O)CSCc1ccc(Cl)c(Cl)c1` gave GalR3 antagonist -5, V1R ag counter 6.9, OXTR agonist 3.2 and OXTR potentiate -12.

Molecules above that contain a CF3 group (two):
Screening COc1cc(NC(=O)N2CCNC2=O)cc(C(=O)Nc2cccc(C(F)(F)F)c2)c1 returned GalR3 antagonist -8, MEKK2 mut-MEK5 2, MEKK2 WT-MEK5 85, V1R ag counter 0.6, OXTR agonist 0.5 and OXTR potentiate -14.
`CN(CC(=O)Nc1ccccc1C(F)(F)F)C(=O)CSCc1ccc(Cl)c(Cl)c1` gave GalR3 antagonist -5, V1R ag counter 6.9, OXTR agonist 3.2 and OXTR potentiate -12.

New compounds follow.
For COc1ccc(N(CC(=O)NC2CCCC2)C(=O)Cn2nnc(-c3ccc(F)cc3)n2)cc1OC the results were M18AAP inhibitor -11, MEKK2 mut-MEK5 0, MEKK2 WT-MEK5 98, NALP1 yeast inh 3, V1R ag counter -0.1, GPR7 antagonist 13, OXTR agonist -0.7 and OXTR potentiate -4.
`C=CCn1c(=O)c(C(=O)Nc2ccccc2S(N)(=O)=O)c(O)c2ccccc21` gave M18AAP inhibitor -6, GalR3 antagonist 2, MEKK2 mut-MEK5 -9, MEKK2 WT-MEK5 87, NALP1 yeast inh 14, V1R ag counter -0.8, GPR7 antagonist 1, OXTR agonist -1.6 and OXTR potentiate -10.
Cc1[nH]c2ccc(C(=O)NCCCN3CCN(C)CC3)cc2c1C was read as M18AAP inhibitor 14, GalR3 antagonist 15*, MEKK2 mut-MEK5 2, MEKK2 WT-MEK5 112, NALP1 yeast inh 31, V1R ag counter 0.5, GPR7 antagonist -5, OXTR agonist 0.3 and OXTR potentiate -11.
`O=C(c1ccccc1NS(=O)(=O)c1ccc(Br)s1)N1CCCC1` gave M18AAP inhibitor 0, GalR3 antagonist 3, MEKK2 mut-MEK5 -9, MEKK2 WT-MEK5 90, NALP1 yeast inh 6, V1R ag counter 0.9, GPR7 antagonist -8, OXTR agonist 0.0 and OXTR potentiate -8.
Screening NC(=O)C1CCN(C(=O)C2CCC(=O)N(C3CCCCCC3)C2)CC1 (stereo unspecified) returned M18AAP inhibitor -1, GalR3 antagonist -3, MEKK2 mut-MEK5 9, MEKK2 WT-MEK5 107, NALP1 yeast inh 3, V1R ag counter 0.2, GPR7 antagonist -13, OXTR agonist -0.2 and OXTR potentiate 3.
For C[C@H]1O[C@@H](O[C@H]2CC[C@@]3(C)C(CC[C@]4(C)C3C=CC3=C5CC(C)(C)CC[C@]5(CO)[C@H](O)C[C@]34C)[C@]2(C)CO)[C@H](O)[C@@H](O[C@@H]2O[C@H](CO)[C@@H](O)[C@H](O)[C@H]2O)[C@H]1O (stereo partly specified) the results were GalR3 antagonist -6, V1R ag counter 1.5, OXTR agonist 0.5 and OXTR potentiate -4.
`Cc1ccc(NC(=O)CCN2CCC(C)CC2)cc1` gave M18AAP inhibitor -2, GalR3 antagonist -8, MEKK2 mut-MEK5 3, MEKK2 WT-MEK5 107, NALP1 yeast inh 4, V1R ag counter 0.6, GPR7 antagonist 13, OXTR agonist 2.5 and OXTR potentiate -3.
`Cc1cc(NC(=O)CSc2nnc(-c3ccco3)n2Cc2ccco2)no1` gave M18AAP inhibitor 0, GalR3 antagonist -5, MEKK2 mut-MEK5 8, MEKK2 WT-MEK5 102, NALP1 yeast inh -15, V1R ag counter -0.1, GPR7 antagonist -4, OXTR agonist -1.6 and OXTR potentiate 8.
For CC1(NC(=O)CCc2nc3sc4c(c3c(=O)[nH]2)CCCC4)CCS(=O)(=O)C1 (stereo unspecified) the results were GalR3 antagonist 0, V1R ag counter -0.9, OXTR agonist -0.8 and OXTR potentiate -7.
Screening O=C(O)c1ccc(NC(=O)c2ccccc2Br)c(NC(=O)c2ccccc2Br)c1 returned M18AAP inhibitor -19, GalR3 antagonist 2, MEKK2 mut-MEK5 3, MEKK2 WT-MEK5 104, NALP1 yeast inh 8, V1R ag counter -0.6, GPR7 antagonist -12, OXTR agonist -0.1 and OXTR potentiate -8.
